Luc counter = blocks Kinase-Glo luciferase, a counter-screen artifact. Q27757. Kinase-Glo luciferase, ATP luminescence, 8 min. Potency, µM (top dose mostly 38.3 µM), inactives show at the top dose activity change, negative = inhibition, hits mostly inhibitors. 200,000 tested, 0.28% active. AID 1379; note: potency is the fitted concentration of half-maximal effect; % is set by controls: 0 for no effect and ±100 for the full control effect; nearly all actives have a fitted effect of over 60% in size
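Light output from Kinase-Glo luciferase with luciferin and 10 uM ATP in 50 mM imidazole pH 7.2, KCl, MgCl2, Tween 20, BSA; compound pin-delivered, 8-min ambient incubation, then luminescence read.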
NPSR antagonist = antagonists of human neuropeptide S receptor cAMP signaling. 220,000 tested, 1% active. CHO-NPSR cells, cAMP TR-FRET, antagonist mode. AID 1461. Q6W5P4. Potency, µM (top dose mostly 38.3 µM), for inactives: at the top dose activity change, negative = inhibition, actives largely listed as inhibitors; note: potency is the fitted concentration of half-maximal effect; % is set by controls: 0 for no effect and ±100 for the full control effect; nearly all actives have a fitted effect of over 50% in size; many of its hits are not listed in these tables
Target sequence (Q6W5P4 whole entry, looked up): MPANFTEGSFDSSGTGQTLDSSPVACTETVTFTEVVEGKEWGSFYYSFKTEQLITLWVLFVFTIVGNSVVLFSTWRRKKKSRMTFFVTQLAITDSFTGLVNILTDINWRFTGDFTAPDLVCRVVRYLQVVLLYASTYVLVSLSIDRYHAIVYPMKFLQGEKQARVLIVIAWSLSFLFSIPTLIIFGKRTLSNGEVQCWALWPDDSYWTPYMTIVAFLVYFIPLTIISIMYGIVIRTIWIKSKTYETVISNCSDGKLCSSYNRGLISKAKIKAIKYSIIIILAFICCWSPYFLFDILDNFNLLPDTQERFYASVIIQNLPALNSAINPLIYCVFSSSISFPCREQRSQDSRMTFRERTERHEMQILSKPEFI
Lamin A splicing = changes lamin A minigene splicing in HeLa cells; Potency, µM (doses to about 46.1 µM), inactives show at the highest dose ratio change, negative = inhibition, hits mostly inhibitors; 200,000 tested, 0.01% active; HeLa LMNA splicing GFP/RFP minigene ratio, 48 h; AID 1487; active = well fitted inhibition curve with a large enough effect in the signal ratio, with a control signal flat, not every such curve was filed as active; inconclusive = small, poorly fitted or top-dose-only effect, or effect the other way, or a change in a side signal; the % refers to the signal ratio; note: potency is the fitted concentration of half-maximal effect; % is set by controls: 0 for no effect and ±100 for the full control effect
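S3 HeLa stable clones carrying a lamin A-EGFP splicing minigene plus DsRed2 were seeded at 600 cells/well in Opti-MEM with 2% FBS, pin-dosed and incubated 48 h at 37°C. Acumen cytometry (488 nm) gave the GFP/RFP total-intensity ratio.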
aGal spleen mod = inhibitors or activators of human alpha-galactosidase in spleen homogenate. AID 2107. Potency, µM (highest dose often 80 µM), inactives show at the highest dose activity change, negative = inhibition, usual class: inhibitors. 240,000 tested, 0.008% active. human spleen homogenate, 4MU-alpha-Gal fluorescence, 40 min;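 note: potency is the fitted concentration of half-maximal effect; 0% = enzyme with vehicle and -100% = no enzyme basal signal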
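Human spleen homogenate (1 ug) as enzyme source, 4-methylumbelliferyl-alpha-D-galactopyranoside 1 mM final, citrate/phosphate pH 5.0 with 0.01% Tween-20. Compounds 40 min at 37C, NaOH/glycine stop; fluorescence Ex 365/Em 440, Hill-fit AC50.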
Epigenetic derep = regulators of epigenetic silencing causing reporter derepression in mouse cells | murine LDR cells, GFP reporter derepression, 30 h | AID 1865 | Potency, µM (series often up to 53.9 µM), inactives show at the top dose GFP activation, most hits filed as activators | 280,000 tested, 0.2% active; note: potency is the fitted concentration of half-maximal effect; % of control where 0% means no effect; nearly all actives have a fitted effect of over 60% in size
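In this reporter-derepression format, murine cells bearing a silenced integrated CMV-GFP locus incubate with test compound (30 h, 37 C), then are washed and imaged; fluorescent objects of 20–120 um count as induced cells.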
CBFb RUNX1 block = inhibitors of human CBF-beta and RUNX1 interaction; AID 1477; Potency, µM (highest dose often 59.8 µM), without a hit: at the top dose activity, negative = inhibition, actives largely listed as inhibitors; AlphaScreen CBFb-His/RUNX1-biotin binding, biochemical; Q01196+Q13951; 230,000 tested, under 10 active; note: % of control where 0% means no effect
Target sequence (Q01196 whole entry, looked up): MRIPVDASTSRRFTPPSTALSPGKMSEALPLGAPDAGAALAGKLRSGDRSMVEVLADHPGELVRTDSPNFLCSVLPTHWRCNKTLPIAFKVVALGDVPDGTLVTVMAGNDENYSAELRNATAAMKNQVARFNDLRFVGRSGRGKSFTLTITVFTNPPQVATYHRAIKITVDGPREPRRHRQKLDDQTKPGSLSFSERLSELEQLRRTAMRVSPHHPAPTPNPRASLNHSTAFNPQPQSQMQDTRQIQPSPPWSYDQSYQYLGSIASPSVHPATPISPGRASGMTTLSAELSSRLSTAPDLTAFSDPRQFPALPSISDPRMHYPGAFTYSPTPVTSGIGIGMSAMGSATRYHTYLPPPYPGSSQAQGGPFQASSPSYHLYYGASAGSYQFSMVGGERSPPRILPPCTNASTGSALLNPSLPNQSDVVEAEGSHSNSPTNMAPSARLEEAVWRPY
Target sequence (Q13951 whole entry, looked up): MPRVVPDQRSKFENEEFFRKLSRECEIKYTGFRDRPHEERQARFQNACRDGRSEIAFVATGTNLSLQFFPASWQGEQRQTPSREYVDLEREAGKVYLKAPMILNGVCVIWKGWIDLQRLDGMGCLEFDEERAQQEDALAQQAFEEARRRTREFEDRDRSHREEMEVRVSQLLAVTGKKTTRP
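Interaction loss through any mechanism counts as activity. Pre-formed complex of His-CBF-beta and biotin-RUNX1 (30 nM apiece) is incubated with compound 15 min, then with 50 ng nickel and 50 ng streptavidin beads for 90 min before AlphaScreen detection.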
IMPase Li cell = IMPase inhibition in cells with lithium potentiation; CHO-M1 cells, IP1 TR-FRET (IP-One), carbachol + lithium; Potency, µM (top dose mostly 59.4 µM), without a hit: at the top dose activity, negative = IMPase inhibition, most hits filed as inhibitors; 210,000 tested, 0.35% active; AID 1457;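 note: IP1 builds up when IMPase is blocked and the TR-FRET signal falls; potency is the fitted concentration of half-maximal effect; plate controls were basal vehicle for no effect and high inhibitor control for full effect; nearly all actives have a fitted effect of over 50% in size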
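CHO cells stably expressing M1 receptor (2000/well) were cultured 16–30 h, then exposed to compounds with a small lithium addition for 30 min at 37C. IP1 was measured by TR-FRET competition; AC50 from Hill fits.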
Active calls of the source: *; ? = inconclusive; . = no result given; [ ] = another dose, or the depositor's remark. Unless noted, calls come from the whole dose curve; as a rule, active = well fitted curve in the direction sought with a large enough effect; inconclusive = small, poorly fitted or top-dose-only effect, or another doubt; inactive = no such curve, though single readings can be large; an effect the other way counts as inactive or inconclusive. Not all compounds are listed; rates above refer to the full screens.

SMILES	Luc counter	NPSR antagonist	Lamin A splicing	aGal spleen mod	Epigenetic derep	CBFb RUNX1 block	IMPase Li cell
COc1ccc(-c2cc(=O)c3c(O)cc(O)c(-c4cc(-c5cc(=O)c6c(O)cc(O)cc6o5)ccc4OC)c3o2)cc1	-4.3%	.	?	5.3%	?	.	-9.9%
CCc1ccc(-c2cc(C(F)(F)F)n3nc(C(=O)Nc4cnn(Cc5ccccc5C)c4)cc3n2)s1	0.0%	-3.9%[46.1 µM]	-2.4%	-1.8%	0.0%	4.1%	-12.9%[38.3 µM]
CSc1ccc(-c2nnn(Cc3ccccn3)n2)cc1	-0.7%	-2.1%[46.1 µM]	?	8.2%	1.0%	2.6%	0.4%[38.3 µM]
O=C(COC(=O)c1cc(-c2cccs2)nn1-c1ccccc1)Nc1cc([N+](=O)[O-])ccc1Cl	1.5%	-10.2%	-6.4%	-2.3%	-1.1%	-6.2%	-0.9%
Cn1nnnc1SCC(=O)Nc1ccc2c(c1)OCCO2	1.6%	2.1%	-21.4%[46 µM]	10.0%	0.3%	-5.8%	5.7%
COc1ccc(NC(=O)N2CC3(CCN(S(C)(=O)=O)CC3)C2)cc1	-2.1%	.	.	-0.1%	.	.	-10.0%
CCOc1cccc2cc(C(=O)N3CCc4ccccc43)c(=O)oc12	1.7%	-19.2%[46.1 µM]	-12.6%	-4.0%	0.0%	0.4%	13.7%[38.3 µM]
O=C1N/C(=C\c2ccc(O)cc2)C(O)=C1C=NCc1ccccc1	-1.1%	-30.1%	0.0%	-8.5%	?	-12.1%	3.5%
CC(=O)N1CCN(C(=S)NCCc2ccccc2)CC1	5.4%	22.7%	-8.1%	-1.3%	-1.1%	11.4%	-1.1%
O=C(Nc1ccccc1C(=O)N1CCOCC1)c1ccc(Cl)cc1	0.7%	6.1%	-4.5%[46 µM]	7.0%	-0.3%	-2.3%	-1.8%
O=C1[C@H]2[C@H](ON3CCCC[C@H]23)C(=O)N1c1cccc(C(F)(F)F)c1	10.2%	8.7%	.	1.0%	2.4%	10.5%	-6.1%
CCN1CCN(C(=O)N[C@H](C(=O)N[C@@H]2C(=O)N3[C@@H]2SC(C)(C)[C@@H]3C(=O)O)c2ccccc2)C(=O)C1=O	0.8%[17.1 µM]	.	-4.6%	-7.3%[29.1 µM]	6.6%[16.9 µM]	-3.3%[21.7 µM]	5.5%
CCN(C(=O)COC(=O)/C=C/c1ccccc1[N+](=O)[O-])C1CCS(=O)(=O)C1 (stereo not given)	2.5%	2.7%	-22.2%[46 µM]	-0.9%	-0.5%	-2.2%	11.9%
CCOC(=O)N1CCN(C(=S)NCCOC)CC1	-4.7%	1.0%[46.1 µM]	7.5%	-5.6%	-4.4%	13.8%	-9.7%[38.3 µM]
O=C(COc1ccccc1)NNc1nc2c(F)cccc2s1	1.0%	0.7%	?	-3.0%	?	-3.6%	0.8%
CCc1ccc(NC(=O)Cn2cccc2)cc1	-1.8%	11.4%	.	7.8%	-0.3%	-3.7%	1.2%
CN1CCN(NC(=O)CSc2ccc(Cl)cc2Cl)CC1	-2.3%	1.2%	7.3%[46 µM]	-5.9%	0.0%	4.1%	32.0%[activator]
CNc1oc(C)nc1S(=O)(=O)c1ccc(C)cc1	-4.5%	-4.7%[46.1 µM]	14.4%	1.5%	0.0%	3.1%	-13.5%[38.3 µM]
Cn1c(Cc2cccs2)nnc1SC/C=C/c1ccccc1	0.8%	-10.9%[46.1 µM]	-0.7%	-8.7%	-0.8%	-0.1%	3.3%
Nc1ccc(-c2sc(N)nc2-c2ccccc2)cc1	-5.1%	-9.1%[46.1 µM]	-7.4%	0.3%	-1.3%	-1.9%	-3.6%[38.3 µM]
CCCCNC(=O)c1onc(CSc2ccc(Cl)cc2)c1C(=O)O	1.7%	-7.9%[46.1 µM]	?	10.7%	0.0%	2.4%	4.7%[38.3 µM]
CCS(=O)(=O)c1ccc2c(c1)N(S(C)(=O)=O)CC(C(=O)NCc1ccccc1OC)O2 (stereo not given)	-1.1%	-6.3%[46.1 µM]	-3.4%	-8.0%	1.1%	3.4%	-4.1%[38.3 µM]
COC(=O)c1ccccc1NC(=O)C1CCCN(S(=O)(=O)c2ccc(F)cc2)C1 (stereo not given)	-2.1%	-24.6%[46.1 µM]	?	-7.3%	0.0%	-5.7%	12.5%
S=C(NCc1ccco1)Nc1ccccc1Cl	.	-15.7%	-0.6%[46 µM]	0.6%	0.0%	-5.7%	.
O=C1CC(SCCc2nc3ccccc3[nH]2)C(=O)N1c1ccc(Cl)cc1 (stereo not given)	-2.7%	-12.7%[46.1 µM]	-0.2%	15.3%	-0.3%	5.7%	19.5%[38.3 µM]
Cc1nn2c(NCCN(C)C)c3c(nc2c1-c1ccccc1)CCCC3	.	?	.	-2.0%	?	-5.1%	.
Cc1ccc(-n2nnnc2CN2CCCCC2)cc1	-1.8%	5.6%	-1.8%[46 µM]	0.2%	1.1%	3.7%	4.4%
CCNC(=O)NC(=O)C(C)OC(=O)C1CCN(S(=O)(=O)c2ccccc2F)CC1 (stereo not given)	-0.3%	6.8%	-0.9%	-16.1%	-3.0%	-4.1%	4.9%
O=C(O)CC(SCC(=O)NC1CCCc2ccccc21)C(=O)O (stereo not given)	.	13.0%	.	-11.8%	0.6%	5.3%	.
O=C(CCCCC(=O)NCc1cccs1)NCc1cccs1	-1.3%	6.4%[46.1 µM]	1.1%	-4.1%	0.9%	15.2%	0.8%

Grouped by structure: those above with a nitro group on carbon
SMILES	Luc counter	NPSR antagonist	Lamin A splicing	aGal spleen mod	Epigenetic derep	CBFb RUNX1 block	IMPase Li cell
O=C(COC(=O)c1cc(-c2cccs2)nn1-c1ccccc1)Nc1cc([N+](=O)[O-])ccc1Cl	1.5%	-10.2%	-6.4%	-2.3%	-1.1%	-6.2%	-0.9%
CCN(C(=O)COC(=O)/C=C/c1ccccc1[N+](=O)[O-])C1CCS(=O)(=O)C1 (stereo not given)	2.5%	2.7%	-22.2%[46 µM]	-0.9%	-0.5%	-2.2%	11.9%

(cont.)
SMILES	Luc counter	NPSR antagonist	Lamin A splicing	aGal spleen mod	Epigenetic derep	CBFb RUNX1 block	IMPase Li cell
Brc1cccc(-c2n[nH]c(-c3ccccc3)n2)c1	-2.8%	-6.9%[46.1 µM]	-4.0%	19.4%	7.1%	5.0%	29.8%[38.3 µM]
CCOC(=O)c1ccc(NC(=O)c2nc[nH]c2C(=O)N2CCN(c3ccccc3)CC2)cc1	.	-1.5%	.	7.2%	-1.6%	-2.7%	.
CC(=O)Cn1c(C(F)(F)F)nc2ccccc21	-4.8%	-10.6%[46.1 µM]	4.2%	2.6%	3.2%	5.5%	-4.9%[38.3 µM]
COc1ccc(Oc2ccc(/C=N/NC(=O)c3cccnc3)cc2[N+](=O)[O-])cc1	-2.8%	-23.1%	-40.9%[46 µM]	-9.9%	-2.2%	-4.4%	12.8%
CCN1C(=O)C(c2ccc(O)cc2)(c2ccc(O)cc2)c2ccccc21	0.7%	-8.2%	?	2.5%	-1.3%	-11.7%	2.0%
Cc1ccc(C(=O)CSc2ncnc3sc4c(c23)CCC(C)C4)cc1 (stereo not given)	-0.5%	4.7%	-11.1%	8.9%	-1.0%	0.2%	6.3%
COc1ccc(/C=N/N=C2/SCC(=O)N2Cc2ccccc2)cc1	.	?	.	10.5%	-1.2%	1.7%	.
COc1c(C(=O)N2CCCC2)ccc2ccccc12	1.8%	-5.8%[46.1 µM]	-13.2%	2.5%	0.0%	11.1%	2.4%[38.3 µM]
Cc1cc(OCC#N)nc(N)n1	-4.3%	-8.2%	11.2%[46 µM]	-3.4%	-0.1%	9.2%	4.4%
CN(C)CC(O)Cn1c2ccc(Br)cc2c2cc(Br)ccc21 (stereo not given)	.	.	.	-12.7%	0.0%	13.3%	12.1%
CCN(CC)CCn1c(C)nc2ccccc21	.	15.3%	.	9.7%	0.1%	-2.8%	.
O=C(Nn1c(O)c(C=C2N=c3ccccc3=N2)sc1=S)c1ccc(Cl)cc1	-0.2%	-22.4%[46.1 µM]	-0.8%	4.6%	-4.9%	?	-2.0%
COC(=O)c1cc(Br)c(=O)n(Cc2ccc3c(c2)OCO3)c1	11.4%	-14.5%[7.67 µM]	2.9%	5.2%	3.0%	5.9%	-10.8%[38.3 µM]
c1coc(-c2ccnc(-n3cccc3)n2)c1	-2.2%	0.6%	?	0.4%	-0.3%	-0.5%	-4.6%
CC1Cc2nc(SCC(=O)Nc3ccc4c(c3)OCO4)n(-c3ccc(F)cc3)c(=O)c2S1 (stereo not given)	.	-26.8%	.	0.1%	1.1%	-6.7%	.

In a second layout: results already given
Values run as follows: Luc counter	NPSR antagonist	Lamin A splicing	aGal spleen mod	Epigenetic derep	CBFb RUNX1 block	IMPase Li cell
Cc1ccc(C(=O)CSc2ncnc3sc4c(c23)CCC(C)C4)cc1 (stereo not given)
  -0.5%	4.7%	-11.1%	8.9%	-1.0%	0.2%	6.3%
COc1ccc(/C=N/N=C2/SCC(=O)N2Cc2ccccc2)cc1
  .	?	.	10.5%	-1.2%	1.7%	.

6 entries from above, sorted by the value under CBFb RUNX1 block, low to high:
canonical_smiles,CBFb RUNX1 block
CC1Cc2nc(SCC(=O)Nc3ccc4c(c3)OCO4)n(-c3ccc(F)cc3)c(=O)c2S1 (stereo not given),-6.7%
CCN(CC)CCn1c(C)nc2ccccc21,-2.8%
CCOC(=O)c1ccc(NC(=O)c2nc[nH]c2C(=O)N2CCN(c3ccccc3)CC2)cc1,-2.7%
Brc1cccc(-c2n[nH]c(-c3ccccc3)n2)c1,5.0%
Cc1cc(OCC#N)nc(N)n1,9.2%
COc1c(C(=O)N2CCCC2)ccc2ccccc12,11.1%

(continued)
SMILES	Luc counter	NPSR antagonist	Lamin A splicing	aGal spleen mod	Epigenetic derep	CBFb RUNX1 block	IMPase Li cell
Cc1c(C)n(C)c2ccc([N+](=O)[O-])cc12	-1.5%	-5.9%[46.1 µM]	8.0%[0.0737 µM]	5.1%	-0.9%	-5.5%	3.2%[38.3 µM]
COCCCn1c(-c2ccc(OC)cc2)nc2nc3ccccc3nc21	-2.7%	-8.9%[46.1 µM]	9.7%	19.5%	0.0%	7.4%	18.7%[38.3 µM]
COc1ccc(-c2cc(C(F)(F)F)nc(NCc3ccco3)n2)cc1OC	-5.0%	0.5%[46.1 µM]	-4.6%	-3.9%	-1.5%	0.9%	-6.8%[38.3 µM]
Cc1ccc(N(C(=O)C2CCCO2)C2C=CS(=O)(=O)C2)cc1Cl (stereo not given)	2.6%	-4.1%[46.1 µM]	-2.5%	-8.9%	-1.0%	0.6%	19.6%[38.3 µM]
